# PI4K2A inh = PI4K2A (human) kinase inhibition; 420,000 compounds, 0.13% hits; Q9BTU6; activity change, negative = inhibition, % at 76.9 µM; purified PI4K2A, ADP-Glo luminescence, 1 h; hits give low values; in the data active = activity change below about -50%; inconclusive = mostly about -30% to -49%;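 also: -100% = wells without enzyme as full effect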
# Target sequence (Q9BTU6 whole entry, looked up): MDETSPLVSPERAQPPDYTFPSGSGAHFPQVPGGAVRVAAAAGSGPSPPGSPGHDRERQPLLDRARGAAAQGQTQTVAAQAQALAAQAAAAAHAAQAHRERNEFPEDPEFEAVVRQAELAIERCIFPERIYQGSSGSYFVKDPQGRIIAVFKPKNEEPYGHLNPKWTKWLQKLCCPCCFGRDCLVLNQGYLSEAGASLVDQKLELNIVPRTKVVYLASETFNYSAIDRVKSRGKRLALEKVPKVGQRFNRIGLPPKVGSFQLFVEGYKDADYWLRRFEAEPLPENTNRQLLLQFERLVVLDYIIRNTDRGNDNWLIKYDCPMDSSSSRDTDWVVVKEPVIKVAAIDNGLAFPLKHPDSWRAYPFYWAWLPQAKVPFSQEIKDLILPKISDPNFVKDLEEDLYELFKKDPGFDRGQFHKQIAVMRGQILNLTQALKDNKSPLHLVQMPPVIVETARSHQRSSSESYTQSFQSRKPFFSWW
#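 ADP-Glo luminescence measured ADP generated by PI4K2A enzyme (4 ug/mL before mixing) with 1.2 mM PI substrate (pre-mix) and 300 microM ATP (pre-mix). Tris pH7.5 buffer with MgCl2, Triton X-100; 1 h reaction at ambient temperature.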
# JMJD2A Tudor = inhibitors of human JMJD2A Tudor domain. Potency, µM (series often up to 114 µM), without a hit: at the highest dose activity change, negative = inhibition, most hits filed as inhibitors. O75164. 390,000 compounds, 4.4% hits. AlphaScreen JMJD2A-Tudor / H3K4me3 peptide binding; also: potency is read from the fitted curve at half-maximal effect; % is scaled to controls: 0 for no effect and ±100 for the full control effect; nearly all actives have a fitted effect of over 50% in size
# ALOX12 inh = ALOX12 (human) lipoxygenase inhibition | P18054 | purified 12hLO, xylenol orange hydroperoxide absorbance | Potency, µM (series often up to 108 µM), for inactives: at the highest dose activity change, negative = inhibition, hits mostly inhibitors | 580,000 compounds, 1.1% hits | AID 1671190; also: potency is read from the fitted curve at half-maximal effect; % is scaled to controls: 0 for no effect and ±100 for the full control effect
# Target sequence (P18054 whole entry, looked up): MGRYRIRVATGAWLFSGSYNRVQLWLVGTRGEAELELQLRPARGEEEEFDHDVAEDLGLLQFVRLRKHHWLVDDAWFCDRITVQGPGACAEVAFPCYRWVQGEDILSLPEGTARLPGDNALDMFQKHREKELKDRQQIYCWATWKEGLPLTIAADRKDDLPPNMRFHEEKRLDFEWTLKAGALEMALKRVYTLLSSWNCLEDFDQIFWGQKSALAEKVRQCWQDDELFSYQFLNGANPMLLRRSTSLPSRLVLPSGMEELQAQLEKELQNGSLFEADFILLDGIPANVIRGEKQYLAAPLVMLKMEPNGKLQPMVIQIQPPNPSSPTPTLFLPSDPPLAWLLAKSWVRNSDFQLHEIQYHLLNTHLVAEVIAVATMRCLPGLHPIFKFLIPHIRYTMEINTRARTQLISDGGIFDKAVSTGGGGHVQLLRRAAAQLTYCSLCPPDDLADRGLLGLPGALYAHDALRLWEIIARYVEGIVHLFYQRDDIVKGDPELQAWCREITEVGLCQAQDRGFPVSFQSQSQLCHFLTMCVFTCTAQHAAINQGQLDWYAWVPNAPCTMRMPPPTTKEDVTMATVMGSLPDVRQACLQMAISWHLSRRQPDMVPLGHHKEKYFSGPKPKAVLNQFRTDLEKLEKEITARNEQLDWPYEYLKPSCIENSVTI
#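 Purified human 12hLO at 150 nM in 25 mM Hepes, 0.01% Triton X-100, pH 7.0, preincubated 15 min at room temperature with compound. Reaction started with 40 uM arachidonic acid, 30 min at room temperature. Hydroperoxide measured by Fe-xylenol orange, 573/405 nm absorbance ratio.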
# GLS inh = glutaminase GLS (human) inhibition | O94925 | GLS enzymatic activity, qHTS titration | Potency, µM (titrated, usually from 45.5 µM), without a hit: at the highest dose activity change, negative = inhibition, actives largely listed as inhibitors | 410,000 compounds, 0.21% hits | AID 624170; also: potency is read from the fitted curve at half-maximal effect; % is scaled to controls: 0 for no effect and ±100 for the full control effect
#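 hKGA in 45 mM KH2PO4 (pH 8.2), 0.02% Tween-20 with compound, then 1mM L-Glutamine (stock as added) plus glutamate oxidase/HRP/Amplex red coupling mix. Fluorescence read initially and after 30 min at RT; signal change reflects glutamate formation.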
# RGS4 inhibitor = inhibitors of human regulator of G protein signaling 4; Transcreener GDP fluorescence polarization, RGS4-accelerated GTP hydrolysis; P49798; Potency, µM (series often up to 114 µM), for the others: at the highest dose activity change, negative = inhibition, usual class: inhibitors; 390,000 compounds, 0.039% hits; also: potency is read from the fitted curve at half-maximal effect; % is scaled to controls: 0 for no effect and ±100 for the full control effect; nearly all actives have a fitted effect of over 75% in size; some results filed as inactive show a strong effect at the top dose
#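 MLSMR compounds (23 nl, pin-transferred) preincubated 10 min at room temperature with a 500nM (2x) first reagent, then RGS4 at 900nM (2x) plus Transcreener GDP mix added; fluorescence polarization (620/688 nm) read before and after 90 min at 30 °C.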
# ERG Ets-DNA blk = blocks human ERG Ets domain binding to DNA; AID 624246; Potency, µM (doses to about 76.9 µM), for inactives: at the highest dose FP activity, negative = inhibition, hits mostly inhibitors; 370,000 compounds, 0.028% hits; P11308; fluorescence polarization, His-ERG Ets domain / labelled DNA; active = well fitted inhibition curve with a large enough effect in the polarisation, with a control signal flat; inconclusive = small, poorly fitted or top-dose-only effect, or effect the other way, or a change in a side signal; inactive = no such curve, though single readings can be large or run the other way; the % refers to the polarisation;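 also: polarization taken with two DNA probes labelled with fluorescein and Texas red; potency is read from the fitted curve at half-maximal effect; % of control where 0% means no effect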
#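 His-tagged ERG Ets domain (1 uM in the protein solution; 300mM KCl, 50mM Tris-HCl, 1mM EDTA, 1mM DTT, pH 7.5) received compound, then a probe mix of 5 nM fluorescein-DNA and 100nM Texas-615-DNA. Fluorescence polarization was read for both dyes.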
# G9a block = G9a (human) methyltransferase inhibition. Potency, µM (top dose mostly 102 µM), for inactives: at the top dose activity, negative = inhibition, most hits filed as inhibitors. 350,000 compounds, 8.8% hits. Q96KQ7. G9a H3K9 monomethylation, AlphaScreen, 2 h; also: potency is read from the fitted curve at half-maximal effect; % is scaled to controls: 0 for no effect and ±100 for the full control effect; nearly all actives have a fitted effect of over 75% in size
#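 Using a bead-based AlphaScreen, monomethylated H3K9 product from 2 h room-temperature reactions (G9a 20 nM, peptide 500 nM, SAM 20 uM) was detected with 0.5 ug/mL rabbit anti-H3K9me1 antibody.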
# BAZ2B block = inhibitors of human BAZ2B bromodomain; AlphaScreen BAZ2B-H3K14Ac peptide displacement; 360,000 compounds, 4.4% hits; Potency, µM (doses to about 114 µM), for the others: top-dose activity change, negative = inhibition, most hits filed as inhibitors; Q9UIF8; also: potency is read from the fitted curve at half-maximal effect; % is scaled to controls: 0 for no effect and ±100 for the full control effect; nearly all actives have a fitted effect of over 60% in size
#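 Protein-peptide AlphaScreen: BAZ2B 50 nM, b-H3K14Ac 50 nM, 1x PBS pH 7.4 + 0.01% Tween-20. Preincubation 30 min RT; cpd 30 min RT (top 110 uM); beads 20 min RT, light-protected.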
# HP1b binding inh = HP1-beta chromodomain-methylated histone interaction inhibition. AID 540317. AlphaScreen HP1-beta / biotin-H3K9me3 peptide binding. Potency, µM (series often up to 114 µM), inactives show at the highest dose activity change, negative = inhibition, most hits filed as inhibitors. P83916. 390,000 compounds, 0.56% hits; also: potency is read from the fitted curve at half-maximal effect; nearly all actives have a fitted effect of over 70% in size; inactives centre near 23
#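 AlphaScreen: HP1-beta (50 nM) preformed 30 min with biotin-H3(1-18)K9me3 peptide (50 nM) in PBS pH 7.4, 0.01% Tween-20. Compound added for 30 min at RT, then streptavidin donor/nickel chelate acceptor beads (10 ug/mL) for 30 min.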
# * marks the source's active call; other numbers are inactive results; ? = inconclusive; · = not tested or not shown; & = joins results of further samples; [ ] = remark or other dose. Unless noted, calls follow the shape of the dose curve; as a rule, active = well fitted curve in the direction sought with a large enough effect; inconclusive = small, poorly fitted or top-dose-only effect, or another doubt; inactive = no such curve, though single readings can be large; an effect the other way counts as inactive or inconclusive. Not all compounds are listed; rates above refer to the full screens.
# Below each SMILES – BAZ2B block	GLS inh	RGS4 inhibitor	ERG Ets-DNA blk	ALOX12 inh	JMJD2A Tudor	HP1b binding inh	PI4K2A inh	G9a block
> Cc1ncoc1C(=O)Nc1nccs1
→ 1%	4%	5%	-2%	-28%	-19%	16%	2	-30%
> CCOC(=O)c1cnc(SCC(=O)N2CCOCC2)nc1N
→ -14%	0%	-49%	-3%	?	-2%	39%[activator]	4	·
> CN(c1ccccc1)S(=O)(=O)c1ccc(C(=O)Nc2nnc(C3=COCCO3)o2)cc1
→ 79µM*	19%	7%	0%	-9%	-33%	40%[activator]	4	35µM*
> O=C(Cn1cc(C(F)(F)F)ccc1=O)N1CCN(S(=O)(=O)c2ccccc2)CC1
→ 7%	-2%	-15%[56.9 µM]	-7%	13%	6%[57.1 µM]	64%[activator]	-2	36%[12.7 µM]
> CC1(C)CC(NC(=O)COc2ccc(Br)cc2Cl)CC(C)(C)N1
→ -10%	-3%	-5%	3%	12%	-15%	21%	-3	10%
> CN1CCN(C(=O)CCC(=O)c2ccc(F)cc2)CC1
→ 1%	1%	-15%	-3%	-3%	-13%	15%	-1	9%[59 µM]
> COc1cc(Cl)c(NC(=O)CN(C)S(=O)(=O)c2ccc3c(c2)CCCC(=O)N3)c(OC)c1
→ 2%[57.1 µM]	1%	-3%	-1%	0%	-8%	37%	-1	-1%[59 µM]
> COc1ccc(S(=O)(=O)N2CCCC(C(=O)Nc3ccc4c(c3)OCCO4)C2)cc1 (stereo unspecified)
→ -5%	1%	-31%	·	-5%	-28%	4%	2	6%[59 µM]
> O=C(CN1CCOCC1)Nc1ccc(Cl)cn1
→ -5%	-3%	21%	-3%	0%	-9%	47%[activator]	-19	11%
> Cc1nnc(SCc2nc3ccccc3s2)n1N
→ -12%	0%	8%	-1%	-3%	-8%	14%	-4	3%
> CC1=CCC2C(=O)N(c3ccc(N4CCOCC4)cc3)C(=O)C2C1 (stereo unspecified)
→ -5%	2%	-10%	8%	0%	-13%	9%	-1	-6%
> COCCNC(=O)CCCn1c(=O)[nH]c2ccsc2c1=O
→ 0%	-2%	-11%	-2%	0%	-6%	25%	3	7%[59 µM]
> O=C(COC(=O)COc1ccc(Cl)cc1Cl)NC1CCS(=O)(=O)C1 (stereo unspecified)
→ ·	3%	-1%	2%	-26%	-12%	21%	-4	·
> CS(=O)(=O)c1ccc(C(=O)N2CCN(S(=O)(=O)c3ccc(C4CCCCC4)cc3)CC2)cc1
→ ·	3%	-29%	4%	-3%	-7%	46%[activator]	-5	·
> COc1cc(OC)cc(C(=O)Nc2ccc3c(c2)CCCN3C(=O)c2cccs2)c1
→ -15%&-1%	14%&-6%	-13%[56.9 µM]	-2%&2%	-14%&-21%	-27%&-17%	29%&27%	-4&0	3%[0.501 µM]
> Cc1cc(C)c(C#N)c(SCC(=O)Nc2nonc2N)n1
→ 2%	-10%	-33%	-3%	-2%	-2%	37%[activator]	6	8%[59 µM]
> Cc1ccc(-c2nn(-c3ccc(F)cc3)cc2C(=O)NCCCN2CCCC2=O)cc1
→ 7%	-7%	0%	1%	0%	-5%	17%	-4	-16%
> Cc1ccc(S(=O)(=O)N2CCOCC2)cc1NC(=O)CSc1nc(N)cc(N)n1
→ 1%	-1%	-9%	-6%	1%	-11%	19%	-1	-24%
> O=C(CNC(=O)c1ccc(Br)cc1)c1ccccc1
→ 8%	0%	-6%	-3%	0%	-8%	31%	2	26%
> Cc1ccccc1Oc1ccc2c(c1)[C@@H]1C[C@H](N(C)C(=O)NC3CCCCC3)[C@H]([C@H](C)O)C(=O)N1CC2
→ ·	1%	0%	2%	7%	?	1%	-2	·
> CC(C)C(=O)Nc1ccc(C(=O)Nc2ccc(Br)cc2F)cc1
→ ·	-4%	4%	2%	-4%	-7%	41%[activator]	0	8%
> CC(=O)Nc1ccc(Oc2cc(C#N)c(C#N)cc2N2CCCCCC2)cc1
→ 10%	9%	-17%	7%	18%	-5%	61%	-2	-19%[59 µM]
> CC1=CC(C)(C)N(C(=O)CSc2nnc(N)s2)c2ccccc21
→ 4%	10%	-8%	5%	-14%	-4%	-4%	-6	16%[59 µM]
> O=c1c2ccccc2[nH]c(=S)n1CCN1CCc2ccccc2C1
→ -27%	-19%	-25%	-13%	1%	0%	39%	0	?
> COc1cccc2c1Oc1ncccc1N(C(=O)CCC(=O)NCc1ccccc1Cl)C2
→ -19%	12%&-3%	4%&-1%	1%&1%	2%&1%	8%&-23%	34%&1%[activator]	-2&2	-10%&3%[59 µM]
> COc1ccc(CN(C)C(=O)CNC(=O)CNC(=O)c2ccc(Cl)cc2Cl)cc1F
→ 0%	-4%	27%	5%	0%	-4%	22%	-4	27%
> CCN(CC)c1ccc(C(=O)NNC(=O)CCc2nc3ccccc3c(=O)[nH]2)cc1
→ -26%	59%[activator]	-7%	7%	5%	-12%	39%	3	34%
> COc1ccc(Cn2c(=O)[nH]c3cc(C(=O)N4CCN(c5cc(C)ccc5C)CC4)ccc3c2=O)cc1
→ -7%	4%	-3%	-5%	-12%	-26%	10%	0	4%[59 µM]
> C=CCn1c(-c2sccc2C)n[nH]c1=S
→ -4%	-5%	-39%	0%	-29%	7.1µM*	23%	1	7.9µM*
> COC(=O)C=C1CCC2C3CC(F)C4(O)CC(=O)CCC4(C)C3C(=O)CC12C (stereo unspecified)
→ ·	-1%	4%	-5%	-29%	-1%	9%[57 µM]	-3	·
> O=C(Cn1c(SCc2cccc(F)c2)nc2cccnc21)Nc1ccc(F)c(Cl)c1
→ -1%	-2%	-14%	-2%	-19%	-3%	18%	0	-8%[59 µM]
> O=C(Cn1cnc([N+](=O)[O-])c1)NC1CCCC1
→ 3%	7%	16%	1%	1%	-1%	33%	0	-11%[59 µM]
> Cc1c(C(=O)N(Cc2ccco2)Cc2ccccc2Cl)oc2ccc(F)cc12
→ 18%	3%	-28%	-8%	-27%	15%	40%[activator]	1	35%[59 µM]
> CCN(CC)S(=O)(=O)c1ccc2c(c1)N(CC(=O)N1CCN(c3ccccc3F)CC1)C(=O)CO2
→ -34%	-11%	15%	4%	-5%	-14%	9%	3	-12%[59 µM]
> COc1ccccc1C1=Nn2c(nnc2C2CCCCC2)SC1
→ -9%	18%	-4%	8%	-1%	-25%	17%	0	?
> O=C(Nc1ccc(C(=O)Oc2ccccc2)c(O)c1)c1ccccc1
→ 12%	-11%	9%	-7%	-15%	-6%	52%[activator]	-2	19%
> Cc1ccc(NC(=O)CN(C)C(=O)C(Sc2ccccc2)c2ccccc2)cc1 (stereo unspecified)
→ 8%	-16%	7%	-14%	-1%	?	12%	8	-12%[59 µM]
> CC1CN(C(=O)c2cccs2)CC(C)O1 (stereo unspecified)
→ 6%	-5%	7%	11%	-22%	-3%	35%	6	-26%
> Nc1c(C(=O)N2CCCCCC2)oc2ccccc12
→ ?	-1%	15%	-16%	0%	-13%	-2%	1	?
> CCOC(=O)C1(Cc2ccc(OC)cc2)CCN(C(=O)c2cc(C)on2)CC1
→ -3%	-2%	1%	4%	9%	-11%	37%	-7	47%
> O=C(Nc1ccc(C(=O)OCc2cc(=O)n3nc(C4CC4)sc3n2)cc1)c1cccc(Cl)c1
→ -2%	6%	-15%	0%	-5%	9%	28%	-1	0%[12.7 µM]
> COc1ccc(S(=O)(=O)Nc2ccc3oc(C)c(C(=O)O)c3c2)cc1
→ 10%	5%	9%	-5%	?	-13%	51%[activator]	1	10%
> COc1cccc(C(=O)c2c(C)c(CCC#N)n3ccccc23)c1OC
→ ?	4%	-11%	?	-1%	-29%	-9%	-26	-43%
> Cc1ccc(CCNC(=O)c2cc3c(=O)n(C)c4ccccc4c3n2C)cc1
→ -15%	-10%	-8%	3%	-10%	-18%	7%	-9	0%[59 µM]
> Cc1ccc(NS(=O)(=O)c2cccc(C(=O)Nc3cc(C)on3)c2)cc1
→ -11%	7%	-1%	2%	-9%	-30%	-2%	3	?
> C#CCOCCOCCOCCNc1nc(N2CCN(C(=O)[C@H](C(C)C)n3cc(CCO)nn3)CC2)nc(N2CCN(C(=O)[C@H]([C@@H](C)CC)n3cc(CCCN=C(N)N)nn3)CC2)n1
→ ?	0%	-9%	4%	?	-17%	34%	-9	40µM*
> CCCCOC(C)n1cc(F)c(=O)[nH]c1=O (stereo unspecified)
→ 5%	8%	-13%	15%	0%	-25%	-2%	-3	-3%[59 µM]
> Cc1ccc(C(=O)COC(=O)c2cccc([N+](=O)[O-])c2)s1
→ -29%	1%	4%	-1%	-3%	?	4%	1	2%[12.7 µM]
> FC(F)(F)c1ccc2c(c1)ncc1c(-c3ccccc3)nn(-c3ccccc3)c12
→ ·	3%	5%	-1%	0%	-1%	22%	0	15%[59 µM]
> Cc1c(C(=O)NCCc2ccc3c(c2)OCCO3)oc2ccccc12
→ -3%	·	2%	-3%	-2%	3%	35%	2	20%[59 µM]
> CCCC(=O)Nc1ccc(S(=O)(=O)Nc2cc(OC)ncn2)cc1
→ -5%	0%	-33%	4%	?	-5%	52%[activator]	-3	1%
> CCS(=O)(=O)Nc1ccc(C2=NN(C(C)=O)C(c3cccs3)C2)cc1 (stereo unspecified)
→ -2%	9%	35%	-1%	0%	-12%	5%	0	7%

# Screening data deposited in PubChem by National Center for Advancing Translational Sciences (NCATS).
